KB-V1 cytotox = KB-V1 MDR subline cytotoxicity; Potency, µM (titrated, usually from 46.1 µM), for the others: at the highest dose activity change, negative = cytotoxicity, most hits filed as cytotoxic; KB-V1 MDR cells viability, CellTiter-Glo, 72 h; actives 3.4% (n = 400,000); AID 1347076; also: potency is read from the fitted curve at half-maximal effect; % is scaled to controls: 0 for no effect and ±100 for the full control effect; nearly all actives have a fitted effect of over 60% in size
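Cytotoxicity via CellTiter-Glo luminescence after 72 h compound exposure at 37 degrees C. Cells: drug-selected KB-V1 line, DMEM phenol-red free plus 10% FBS. Compounds tested at multiple concentrations; normalized data fitted to concentration-effect curves.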
MCF10A rerep = induces DNA re-replication in MCF 10a normal breast cells; MCF 10A DNA re-replication, Hoechst nuclear intensity, 48 h; Potency, µM (doses to about 46.1 µM), for the others: at the top dose activity, positive = re-replication, actives largely listed as activators; actives 2.9% (n = 350,000); also: potency is read from the fitted curve at half-maximal effect; % of control where 0% means no effect; nearly all actives have a fitted effect of over 50% in size
IL-1B inflam inh = blocks inflammasome-driven IL-1 beta release; THP-1 LPS/ATP IL-1B secretion, AlphaLISA, 16 h; hits give low values; actives 4.7% (n = 360,000); activity change, % at 57.5 µM; in the data active = activity change below about -50%; inconclusive = mostly about -30% to -49%; also: % is scaled to controls: 0 for no effect and ±100 for the full control effect
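Secreted IL-1B measured by AlphaLISA bead assay after 16 h compound exposure of THP-1 cells; compounds (final up to 57.5 uM) added 1 h before LPS (250 ng/mL) and ATP (1.25 mM) stimulation; lower signal means less secretion.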
HT1080NT lethal = kills 2HG-producing HT-1080-NT fibrosarcoma cells | HT-1080-NT fibrosarcoma viability, CellTiter-Glo ATP luminescence, 48 h | AID 686970 | Potency, µM (series often up to 46.1 µM), for the others: at the highest dose activity, negative = less viability, most hits filed as cytotoxic | actives 1.6% (n = 360,000);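 also: NT is the 2HG producing partner of a matched IDH1 knockdown line; potency is read from the fitted curve at half-maximal effect; 0% = DMSO-treated cells and -100% = media-only wells without cells; nearly all actives have a fitted effect of over 55% in size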
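HT-1080-NT fibrosarcoma cells (2HG-overproducing), 750 cells/well in RPMI with 5% FBS, dosed after 2 h and incubated 48 h at 37C. CellTiter-Glo luminescence normalized to DMSO and no-cell wells; concentration-response curves fitted and classed.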
HT1080 IDH1KD tx = kills HT-1080 cells with IDH1 knockdown. HT-1080 IDH1 knockdown viability, ATP luminescence, 48 h. Potency, µM (titrated, usually from 46.1 µM), without a hit: at the top dose activity, negative = toxicity, hits mostly cytotoxic. actives 2% (n = 360,000). AID 686971;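 also: potency is read from the fitted curve at half-maximal effect; 0% = DMSO wells and -100% = cell-free medium wells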
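% activity derives from luminescence (CellTiter-Glo), normalised to DMSO and no-cell wells. HT-1080-IDH1KD cells, 750/well, had 48 h compound exposure at 37 °C.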
SW480 rereplic = DNA re-replication induction in SW480 cells; Potency, µM (top dose mostly 46.1 µM), for inactives: top-dose re-replication activation, hits mostly activators; actives 1.8% (n = 340,000); SW480 DNA re-replication, Hoechst DNA content imaging, 48 h; also: potency is read from the fitted curve at half-maximal effect; % of control where 0% means no effect; nearly all actives have a fitted effect of over 55% in size
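Hoechst fluorescence of nuclei (405 nm excitation, 500-530 nm emission) measured by plate-scanning imager after 48 hr compound exposure at 37 C; re-replication scored as increased number of nuclei with elevated intensity.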
WRN inhibitor = inhibitors of human WRN helicase; Q14191; WRN helicase unwinding, fluorescent forked duplex, kinetic; Potency, µM (highest dose often 114 µM), for inactives: at the top dose activity change, negative = inhibition, most hits filed as inhibitors; actives 0.46% (n = 360,000); AID 651768; also: potency is read from the fitted curve at half-maximal effect; % is scaled to controls: 0 for no effect and ±100 for the full control effect; nearly all actives have a fitted effect of over 55% in size
Target sequence (Q14191 whole entry, looked up): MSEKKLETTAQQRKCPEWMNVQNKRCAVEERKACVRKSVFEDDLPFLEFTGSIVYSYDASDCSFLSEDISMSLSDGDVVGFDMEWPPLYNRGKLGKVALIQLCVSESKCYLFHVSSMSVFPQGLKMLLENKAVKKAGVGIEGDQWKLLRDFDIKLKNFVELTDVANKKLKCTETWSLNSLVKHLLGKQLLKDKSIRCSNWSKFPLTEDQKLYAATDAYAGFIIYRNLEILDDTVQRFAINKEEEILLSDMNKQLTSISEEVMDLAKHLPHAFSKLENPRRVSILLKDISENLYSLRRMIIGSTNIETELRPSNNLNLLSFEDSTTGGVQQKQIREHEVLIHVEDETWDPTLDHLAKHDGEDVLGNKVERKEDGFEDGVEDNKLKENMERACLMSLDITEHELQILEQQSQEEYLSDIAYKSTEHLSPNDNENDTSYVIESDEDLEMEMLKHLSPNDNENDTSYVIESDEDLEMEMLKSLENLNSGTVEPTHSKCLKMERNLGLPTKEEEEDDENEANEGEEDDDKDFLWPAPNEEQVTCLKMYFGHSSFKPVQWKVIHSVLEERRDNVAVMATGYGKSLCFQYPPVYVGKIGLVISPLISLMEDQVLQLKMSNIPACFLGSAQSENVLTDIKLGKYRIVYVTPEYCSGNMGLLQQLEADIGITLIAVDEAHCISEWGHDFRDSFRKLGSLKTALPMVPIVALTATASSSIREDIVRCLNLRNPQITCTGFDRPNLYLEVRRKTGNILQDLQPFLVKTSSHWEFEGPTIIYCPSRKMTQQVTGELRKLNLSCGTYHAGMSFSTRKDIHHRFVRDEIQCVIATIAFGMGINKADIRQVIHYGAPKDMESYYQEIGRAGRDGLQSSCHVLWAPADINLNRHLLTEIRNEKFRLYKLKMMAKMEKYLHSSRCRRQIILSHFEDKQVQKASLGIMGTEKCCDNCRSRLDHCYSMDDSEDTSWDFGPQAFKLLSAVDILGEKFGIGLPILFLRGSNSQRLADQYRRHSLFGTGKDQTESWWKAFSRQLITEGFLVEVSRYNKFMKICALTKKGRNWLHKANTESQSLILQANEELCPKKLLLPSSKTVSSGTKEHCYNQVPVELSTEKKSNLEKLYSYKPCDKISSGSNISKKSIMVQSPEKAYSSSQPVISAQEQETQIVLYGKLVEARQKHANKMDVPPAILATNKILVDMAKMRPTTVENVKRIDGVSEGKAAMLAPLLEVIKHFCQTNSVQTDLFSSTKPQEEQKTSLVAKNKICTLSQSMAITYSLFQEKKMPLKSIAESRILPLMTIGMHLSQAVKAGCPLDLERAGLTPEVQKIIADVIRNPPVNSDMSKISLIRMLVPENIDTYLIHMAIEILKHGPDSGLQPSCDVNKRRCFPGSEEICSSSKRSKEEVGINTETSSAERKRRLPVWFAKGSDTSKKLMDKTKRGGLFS
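Enzyme (20 nM final) and test compound sit together 15 min at room temperature before substrate addition. Substrate is a single-forked duplex oligonucleotide (100 nM) labelled with fluorophore and quencher, with 2 mM ATP; helicase unwinding raises red fluorescence, read kinetically.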
ATXN2 expr inh = reduces ATXN2 reporter expression in HEK-293 cells; HEK-293 ATXN2-luciferase reporter, luminescence, 24 h; Potency, µM (series often up to 57 µM), inactives show at the highest dose activity change, negative = inhibition, usual class: inhibitors; actives 0.72% (n = 360,000); also: potency is read from the fitted curve at half-maximal effect; % is scaled to controls: 0 for no effect and ±100 for the full control effect; nearly all actives have a fitted effect of over 55% in size
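ATXN2-luciferase reporter cells (luciferase flanked by upstream and downstream ATXN2 gene portions) were treated 24 h at 37 °C with compounds at up to 57 uM. SteadyGlo luminescence gave expression; GF-AFC fluorescence gave viability.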
KB-3-1 tox = KB-3-1 parental cell cytotoxicity; KB-3-1 viability, CellTiter-Glo ATP luminescence, 72 h; Potency, µM (top dose mostly 46.1 µM), for the others: top-dose activity change, negative = cytotoxic, usual class: cytotoxic; actives 1.4% (n = 400,000); AID 1347075; also: potency is read from the fitted curve at half-maximal effect; % is scaled to controls: 0 for no effect and ±100 for the full control effect; nearly all actives have a fitted effect of over 60% in size
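72 h, 37 °C compound treatment of KB-3-1 parental cells; CellTiter-Glo added, 10 min, luminescence read. Data corrected against DMSO-only plates and normalized before curve fitting.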
Starred values were filed as active, the others as inactive; ? = inconclusive; / = no result given; & = joins results of further samples; [ ] = remark or other dose. Unless noted, calls follow the shape of the dose curve; as a rule, active = well fitted curve in the direction sought with a large enough effect; inconclusive = small, poorly fitted or top-dose-only effect, or another doubt; inactive = no such curve, though single readings can be large; an effect the other way counts as inactive or inconclusive.

Screens in order: KB-V1 cytotox, MCF10A rerep, IL-1B inflam inh, HT1080NT lethal, HT1080 IDH1KD tx, SW480 rereplic, WRN inhibitor, ATXN2 expr inh, KB-3-1 tox
COc1ccccc1CNS(=O)(=O)CCNC1CC1
    0.0%, 18.2%, 8.0, 15.1%, 1.2%, -1.2%, 2.2%, 4.3%, 7.4%
Fc1ccc(-n2c(-c3ccco3)nc3nc4ccccc4nc32)cc1
    -16.5%, -0.2%, -18.0, 6.4%, 4.8%, 0.2%, -7.5%, -8.8%, 5.9%
COCCCNC(=O)C[C@H]1C[C@H](C(=O)N2CCCCC2)[C@@]2(C)c3[nH]c4ccc(Cl)cc4c3CCN2C1=O
    -0.3%, -2.8%, -16.8, -0.3%, -3.1%, -3.6%, 4.5%, -15.5%, 0.0%
Cc1ccc(NC2=NC(C(=O)Nc3ccc(C)c(C)c3)CC(=O)N2)cc1 (configuration not stated)
    12.9%, 5.2%, 12.1, 3.1%, 2.5%, -0.4%, -3.2%, 4.3%, 0.8%
CC1CCCC(C)N1C(=O)Cn1c(SCC(=O)Nc2ccc3c(c2)OCO3)nc2ccccc21 (configuration not stated)
    ?, 14.3%, -24.8, 1.8%, -3.6%, 1.7%, -1.5%, 3.5%, -14.0%
Cc1nnc(SCC2=C(C(=O)O)N3C(=O)C(NC(=O)C(C)n4nc(C(F)(F)F)cc4C)C3SC2)s1 (configuration not stated)
    -0.9%, -0.5%, 26.3, 14.5%, 23.2%, -21.7%, -12.1%[11.6 µM], -0.1%, -3.5%
CCc1ccc(C(=O)CN2CCSC2=N)cc1
    -6.7%, 15.6%, 0.0, 3.9%, 1.1%, 1.1%, -4.7%, 32.3%[activator], -27.3%
N#Cc1cccc(Nc2c3c(nc4ccccc24)CCC3)c1
    -27.0%, ?, -58.6*, -26.9%, ?, 0.8%, -2.5%, -20.9%, -4.2%
COc1cccc(C2=CC(=O)CC(C)(C)C2)c1OC
    -3.5%, 0.0%, 12.2, 8.1%, 12.0%, -0.3%, -5.1%, 8.2%, 19.5%
COc1ccccc1CNC(=O)CN(C)CC(=O)Nc1ccccc1Br
    -28.8%, -0.2%, -8.1, -3.4%, 1.8%, -11.5%, -4.4%, -0.3%, -1.1%
CCOc1ccc(CCNC(=O)COC(=O)COc2ccccc2C)cc1OCC
    0.6%, 0.0%, 6.9, 1.7%, 0.0%, -10.0%, 0.5%, 0.4%, 9.8%
COc1ccc(NC(=O)CN(c2ccccc2)S(=O)(=O)N(C)C)cc1OC
    2.1%, -2.4%, 16.6, 0.0%, 12.6%, -3.7%, ?, 0.1%, 10.8%
O=C(NC(=S)Nc1ccc(S(=O)(=O)N2CCCCC2)cc1)c1ccc(Cl)cc1
    -1.8%, 15.1%, 8.9, -10.7%, -4.0%, -0.6%, -28.0%, -8.5%, -19.7%
CSC(=NC1CCCCC1)NS(=O)(=O)c1ccccc1
    -16.7%&-20.5%, -16.6%&-5.5%, -10.3&2.6, -0.3%&1.2%, ?, -12.4%&-2.3%, -0.1%&-0.9%, 1.4%&-1.5%, -6.9%&1.4%
O=C(O)/C=C(\Oc1ccccc1)C1(O)CCCCC1
    5.1%, 0.1%, 0.0, 0.4%, -1.1%, -29.9%, 5.5%, /, 15.5%
O=C(N1CCOCC1)N1CCN(S(=O)(=O)c2ccc(Cl)cc2)C1
    ?, -1.5%, 4.9, 24.3%, 5.4%, -12.5%, 15.0%, 8.2%, 6.0%
COc1ccccc1CNC(=O)CCN=C1NS(=O)(=O)c2ccccc21
    ?, 0.5%, 10.7, 2.3%[9.24 µM], 3.2%, -38.1%, 7.9%, 3.3%, 1.2%
COc1ccc(CN2CCN(C(=O)c3cc(C4CC4)nn3-c3ccccc3)CC2)cc1F
    -2.2%, ?, -10.8, 3.2%, -2.5%, ?, 1.9%, /, 0.0%
COc1cccc(/C=C/C(=O)OCC(=O)NCC2CCCO2)c1 (configuration not stated)
    8.2%, 2.4%, 12.5, 8.8%, -2.4%, 0.8%, -24.1%, -3.0%, 12.1%
COc1ccc2[nH]cc(C(=O)CN3CC(C)CC(C)C3)c2c1 (configuration not stated)
    0.4%, -4.3%, -3.0, -12.0%, -8.9%, -3.4%, -5.4%, -14.5%, 0.2%

Following part.
Screens in order: KB-V1 cytotox, MCF10A rerep, IL-1B inflam inh, HT1080NT lethal, HT1080 IDH1KD tx, SW480 rereplic, WRN inhibitor, ATXN2 expr inh, KB-3-1 tox
Cc1ccc(CNC(=O)CCC2CCCN(Cc3cccc4c3OCO4)C2)o1 (configuration not stated)
    -17.1%, -1.4%, -2.6, 12.2%, 11.4%, -6.7%, -34.5%, -8.3%, 0.0%
CN(CC(=O)N1CCOCC1)S(=O)(=O)c1cc(Cl)ccc1Cl
    -4.9%, -18.3%, -9.8, -2.6%, 0.1%, -20.8%, 4.2%, -3.7%, -5.9%
CC(=C1C(=O)c2ccccc2C1=O)N1CCN(C/C=C/c2ccccc2)CC1
    -1.0%, 11.3%, -0.7, -4.3%, -3.0%, 3.8%, -20.5%, 3.2%, 20.6%
Cc1oc(-c2cccc(Cl)c2)nc1CN1CCC(C(=O)NCCCN2CC(C)CC(C)C2)CC1 (configuration not stated)
    -4.2%, -5.3%, -10.3, 3.6%, -1.2%, 13.1%, 2.4%, /, -10.0%
O=S(=O)(c1ccccc1F)N1CCN(CCc2ccccc2)CC1
    ?, ?, -16.8, -29.9%, -10.4%, -1.6%, 3.8%, -17.6%, -21.5%
CCCCn1c(N)c(N(CCOC)C(=O)CCNC(=O)c2ccccc2Cl)c(=O)[nH]c1=O
    ?, -1.0%, 9.2, 19.9%, 7.9%, -0.4%, -6.0%, 8.1%, -1.6%
COC(=O)c1ccc(Nc2ncnc3c2cnn3-c2cccc(C)c2)cc1
    ?, 14.6%, ?, 11.1%, 17.5%, -3.6%, -3.4%, 7.3%, 0.0%
Cc1ccccc1NC(=O)C1CCN(C(=O)NC2CCCCC2)CC1
    -21.8%, -0.1%, -4.6, 9.2%, 15.1%, -6.2%, 2.4%, -13.1%, 4.6%
O=C(CSc1nc2c([nH]c3ccccc32)c(=O)n1-c1ccccc1)N1CCOCC1
    -7.9%, -0.3%, -0.2, 0.8%, 4.6%, -0.8%, -3.5%, 8.2%, 0.0%
CCOCCCNc1nc2c(c(=O)n(C)c(=O)n2C)n1CCCc1ccccc1
    -32.3%, 20.2%, -5.2, -4.7%, 20.6%, 3.5%, 4.4%, 7.5%, 0.0%
Cc1cc(C)c(NC(=O)CSCc2c(C)noc2C)c(C)c1
    23.1µM*, 7.1%, 20.2, 4.3%, 1.2%, -4.9%, 5.7%, -15.4%, -16.7%
Cn1cnc([N+](=O)[O-])c1SCC(O)CN1CCCCC1 (configuration not stated)
    0.0%, ?, -3.1, 2.9%, 1.2%, 28.9%, 5.7%, /, 3.2%
COc1cccc(OC)c1C(=O)Nc1cc(Cl)ccc1N1CCOCC1
    ?, 14.0%, -4.8, -5.2%, -4.4%, -1.0%[9.22 µM], -4.2%, -0.4%, 2.4%
O=C(c1cc(COc2cccc(C(F)(F)F)c2)on1)N1CCc2ccccc2C1
    -18.1%, 19.6%, 0.0, -3.9%, -5.3%, -1.4%, -35.1%, -3.3%, -0.2%
CC1=CC(C)(C)N(S(=O)(=O)c2ccc(C)cc2)c2cc(C)ccc21
    6.51µM*, ?, 36.5, 1µM*, 1.26µM*, 7.31µM*, -13.5%, -9.5%, 3.66µM*
CSCCC(NS(=O)(=O)c1ccc2c(c1)c(=O)n(C)c(=O)n2C)C(=O)NC1CCN(Cc2ccccc2)CC1 (configuration not stated)
    -7.6%, -3.6%, -8.7, 11.7%, 11.8%, ?, -28.6%, -14.6%, 0.4%
CCN(C(=O)CN1CCN(C)CC1)c1c(N)n(Cc2ccccc2)c(=O)[nH]c1=O
    /, ?, 9.7, 13.9%, 7.6%, -13.4%, -3.6%, 3.5%, /
CCc1nc2ccc(C(=O)Nc3ccc(OC)c(OC)c3)cn2c1N(C)C(=O)c1cccc(OC)c1
    3.0%, /, -8.2, 21.7%, 2.8%, /, -1.7%, 7.8%, 0.0%
O=C(O)c1ccc(C(=O)O)c(C(=O)c2ccc(NC(=O)c3ccccc3)cc2)c1
    0.0%, 7.0%, 37.6, 1.4%, 2.6%, -16.8%, 0.8%, 0.2%, 1.0%
CC1=C(C)CC2C(=O)N(Cc3ccccc3)C(=O)C2C1 (configuration not stated)
    -24.2%, -8.8%, 9.6, -2.2%, -3.3%, -14.5%, -2.6%, -5.2%, 7.4%

The list goes on:
Screens in order: KB-V1 cytotox, MCF10A rerep, IL-1B inflam inh, HT1080NT lethal, HT1080 IDH1KD tx, SW480 rereplic, WRN inhibitor, ATXN2 expr inh, KB-3-1 tox
O=C(O)c1ccccc1CSc1ccccn1
    3.3%, -6.3%, 0.0, 18.9%, 15.3%, -2.8%, 0.3%, -16.1%, 8.6%
COc1ccc(-c2cc(=O)c3c(O)c(OC)c(O)cc3o2)cc1
    -5.1%, 0.1%, 28.0, -11.9%, -3.4%, ?, -10.2%, -31.7%, -1.8%
CCOc1cccc(NC(=O)C2CC(=O)N(C)C2)c1 (configuration not stated)
    6.7%, ?, 0.0, 12.5%, 13.6%, 16.4%, -4.0%, -3.6%, 0.6%
CC1C2Cn3c(nc4ccccc43)C1N(C(C)C)O2 (configuration not stated)
    16.2%, -31.5%[inhibitor], 22.9, 15.1%, 9.3%, -5.3%, 2.0%, -6.0%, 13.9%
CC(C)Cn1c(=O)c(C(=O)Nc2ccncc2)c(O)c2ccccc21
    0.0%, ?, 0.0, -3.4%, 0.0%, ?, 0.7%, ?, 7.31µM*

Bioassay records: PubChem BioAssay, National Center for Advancing Translational Sciences (NCATS)
